AddAB inh: less growth of phage-infected E. coli with AddAB; E. coli expressing H. pylori AddAB, absorbance growth; inhibition, % at 11.9 µM; hit rate 0.29% among 330,000; AID 435030; in the data active = inhibition above about 12%;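 also: 0% = vehicle wells of infected cells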
Rtt109 HAT inh: C. albicans Rtt109 histone acetyltransferase inhibition | AID 540336 | hit rate 0.16% among 330,000 | purified Rtt109/Vps75, ThioGlo CoA-SH fluorescence, 4 h | inhibition, % at 34.9 µM;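 active = inhibition of at least 50% in every replicate; inconclusive = best replicate reaches 50% inhibition but some replicates fall short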
Target sequence (Q5AAJ8 whole entry, looked up): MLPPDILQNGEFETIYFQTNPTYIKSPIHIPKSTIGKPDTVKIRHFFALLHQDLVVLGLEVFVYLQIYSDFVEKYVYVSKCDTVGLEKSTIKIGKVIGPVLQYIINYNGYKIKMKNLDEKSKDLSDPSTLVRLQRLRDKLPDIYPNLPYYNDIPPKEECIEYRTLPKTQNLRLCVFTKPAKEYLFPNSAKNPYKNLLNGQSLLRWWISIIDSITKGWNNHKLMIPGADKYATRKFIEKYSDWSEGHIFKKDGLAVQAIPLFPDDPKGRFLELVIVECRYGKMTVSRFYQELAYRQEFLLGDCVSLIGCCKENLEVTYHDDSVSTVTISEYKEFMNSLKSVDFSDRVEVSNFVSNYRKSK
Wnt act: activates Wnt/beta-catenin signaling in a reporter cell assay; activator, plate reader; activation, % at 9.35 µM; hit rate 1.2% among 300,000; AID 743398; in the data active = activation above about 30%, passing the limit was not always enough; inconclusive = no clear call, values can overlap the other calls;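 also: 0% = neutral control wells and 100% = positive control wells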
PvdQ acylase: blocks Pseudomonas aeruginosa PvdQ acylase activity; purified PvdQ acylase, fluorescence plate reader; inhibition, % at 10 µM; hit rate 0.063% among 340,000; in the data active = inhibition above about 30%, passing the limit was not always enough; inconclusive = no clear call, values can overlap the other calls;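 also: 0% = vehicle neutral wells and 100% = reference inhibitor wells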
Tat transport: blocks Tat-dependent protein export in E. coli. inhibition, % at 10 µM. E. coli MC4100 TorA-mCherry Tat export, fluorescence. hit rate 0.036% among 340,000;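 active = mean replicate inhibition at least 50% and at least half of replicates individually reaching 50%; inconclusive = only one of the two criteria met; inactive = neither criterion met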;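 also: exported cargo escapes ClpAP degradation while cytoplasmic cargo is degraded and loses fluorescence; 0% = median of neutral control wells and 100% = median of NaSCN control wells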
Ecoli viability: counter-screen for AddAB inhibitors: E. coli growth inhibition; E. coli V3065 growth, OD600 absorbance, 18 h; hit rate 0.27% among 330,000; AID 449728; inhibition, % at 11.9 µM;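 active = inhibition above the campaign's mean inhibition across all tested compounds plus 3 SD, cut at about 9.9% in these data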;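 also: uninfected addAB+ strain grown without phage in ampicillin broth; 0% = DMSO wells and 100% = ciprofloxacin 0.95 µg/ml wells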
PfHsp90 yeast 2: reduces growth (ATP signal) of yeast expressing P. falciparum Hsp90 | S. cerevisiae expressing PfHsp90, BacTiter-Glo ATP, 48 h; yeast lacking PDR1 and PDR3 efflux regulators | hit rate 0.32% among 310,000 | inhibition, % at 9.4 µM | AID 504621;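 active = every replicate shows inhibition above about 80%, whatever the replicate mean, limit read from the data; inconclusive = mean inhibition reaches the set limit but some replicate falls short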;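 also: 0% = DMSO neutral controls and 100% = 20 µM radicicol positive controls; yeast relying on Plasmodium falciparum Hsp90 in place of its own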
DAGLB inhibitor: diacylglycerol lipase beta (human) inhibition. hit rate 0.059% among 340,000. HEK293T DAGLB membrane lysate, EnzChek fluorogenic substrate. Q8NCG7. inhibition, % at 5.17 µM; in the data active = inhibition above about 34%;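 also: 0% = enzyme with vehicle and 100% = wells lacking enzyme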
Target sequence (Q8NCG7 whole entry, looked up): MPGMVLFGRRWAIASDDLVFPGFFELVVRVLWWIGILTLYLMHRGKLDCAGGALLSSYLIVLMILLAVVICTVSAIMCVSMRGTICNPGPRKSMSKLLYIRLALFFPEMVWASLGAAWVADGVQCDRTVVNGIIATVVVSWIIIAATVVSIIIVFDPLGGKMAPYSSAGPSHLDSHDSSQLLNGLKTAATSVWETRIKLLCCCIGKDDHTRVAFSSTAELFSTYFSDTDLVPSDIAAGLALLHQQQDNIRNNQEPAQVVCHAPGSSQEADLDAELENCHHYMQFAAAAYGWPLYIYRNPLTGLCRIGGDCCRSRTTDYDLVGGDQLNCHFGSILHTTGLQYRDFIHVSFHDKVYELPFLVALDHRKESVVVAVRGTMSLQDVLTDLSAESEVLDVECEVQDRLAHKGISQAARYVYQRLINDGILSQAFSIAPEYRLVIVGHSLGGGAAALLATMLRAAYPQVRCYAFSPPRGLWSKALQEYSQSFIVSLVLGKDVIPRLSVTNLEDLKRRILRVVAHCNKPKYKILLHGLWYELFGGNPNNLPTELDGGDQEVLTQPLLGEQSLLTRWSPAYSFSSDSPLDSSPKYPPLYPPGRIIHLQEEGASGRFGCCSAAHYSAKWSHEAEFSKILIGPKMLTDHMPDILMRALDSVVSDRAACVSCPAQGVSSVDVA
phage Ecoli inh: E. coli growth loss with phage present | growth absorbance | inhibition, % at 11.9 µM | AID 651602 | hit rate 0.26% among 360,000; in the data active = inhibition above about 11%
CAL PDZ inh: blocks peptide binding to human CAL PDZ domain; Q9HD26; hit rate 0.02% among 330,000; purified CAL PDZ, TMR-peptide fluorescence polarization, 1 h; inhibition, % at 20 µM; AID 504414;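 active = highest replicate inhibition of at least 40%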;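 also: plate controls were DMSO neutral control wells for no effect and unlabeled competitor peptide control wells for full effect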
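System: tagged CAL PDZ domain. Schedule: 1 h room-temperature incubation prior to read. Signal: fluorescence polarization (mP). Measure: percent inhibition from loss of millipolarization.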
* hit, by the source's call; ? = inconclusive; · = no result given.

SMILES	AddAB inh	Rtt109 HAT inh	Wnt act	PvdQ acylase	Tat transport	Ecoli viability	PfHsp90 yeast 2	DAGLB inhibitor	phage Ecoli inh	CAL PDZ inh
CCOC(=O)c1c(C)[nH]c(C)c1C(=O)CSc1nc2ccccc2n1CCOC	2.1	10	-1	-17	0	-2.8	15	-2	2.7	-1.6
O=C(CNCc1cccc2ccccc12)Nc1ccccc1[N+](=O)[O-]	4.8	7	0	9	-9	-1.6	5	-8	0.6	-1.8
Cc1ccc(CNC(=O)C2CCN(c3nn4c(=O)cc(C)nc4s3)CC2)cc1	3.2	1	-1	8	-9	0.8	10	-3	1.2	-2.4
Cc1cc(=O)oc2cc(OCC(=O)N3CC[C@@]4(O)CCCC[C@H]4C3)ccc12	0.5	2	-2	0	0	1.2	-14	-2	3.1	0.8
COCCNC(=O)CN1C(=O)NC2(CCCc3ccccc32)C1=O (stereo unspecified)	-0.6	1	-1	7	0	-1.8	1	-1	1.1	0.0
CN1CCN(S(=O)(=O)c2ccc(NC(=O)COc3ccccc3)cc2)CC1	-1.1	·	1	6	0	-1.1	-6	-1	2.0	-2.6
CC1CCc2c(sc3ncnc(SCC(=O)N(C)C4CCS(=O)(=O)C4)c23)C1 (stereo unspecified)	1.7	-7	-3	-11	12	-0.8	-5	-6	-0.8	-4.0
O=C(CNC(=S)N(CCCN1CCOCC1)Cc1cccs1)NCCCN1CCOCC1	0.7	13	·	7	-1	0.0	2	0	-0.1	-1.0
CCCc1[nH]nc2c1C(CCc1ccccc1)C(C#N)=C(N)O2 (stereo unspecified)	-0.8	11	-5	-1	0	-0.5	·	1	-1.4	-1.7
COCC1CCN(c2nc3nonc3nc2N2CCSCC2)C1 (stereo unspecified)	1.8	-4	-2	-9	-2	1.4	5	-2	2.1	-2.8
CCN(CC)S(=O)(=O)c1cc(OC)ccc1N=Nc1ccc(O)c2ncccc12	·	14	-1	-12	2	·	?	20	12*	0.2
COc1cc(/C=N/N2C(=O)CSC2=S)ccc1O	2.9	25	·	-9	0	8.6	27	-1	2.2	-0.2
CS(=O)(=O)NCc1nnc(SCc2ccccc2C(F)(F)F)o1	0.8	·	·	11	-2	-0.7	-30	-1	2.5	-2.3
Cn1c(=O)n(C)c2cc([N+](=O)[O-])c(N3CCN(C(=O)c4ccccc4Br)CC3)cc21	0.9	1	1	-9	-6	-0.1	-6	5	3.7	-1.2
CN(CC(=O)Nc1ccc(N2CCOCC2)cc1)CC(=O)Nc1ccc(Cl)cc1[N+](=O)[O-]	-0.9	-5	-4	-9	8	-1.7	1	1	0.8	0.1
O=C(Nc1cc(Cl)ccc1N1CCOCC1)c1ccc(Br)o1	0.3	-4	1	-11	-1	1.0	-39	-1	1.7	-1.3
Cc1cc(C)cc(CC2CC(=O)N(c3ccc4c(c3)OCCO4)C2=O)c1 (stereo unspecified)	-0.8	-8	·	-2	-11	-1.8	5	-5	0.6	0.2
CC(=O)Nc1ccc(/C=C2/Sc3ccccc3C2=O)cc1	0.8	0	·	-6	-6	-0.8	37	-1	·	-2.5
CCCCCCCCC#Cc1nc(C)ccc1OC	0.9	7	-2	-17	-3	-0.2	9	-6	2.2	1.0
O=C(NCCN1CCCCC1)c1cccc2c1C(=O)c1ccc(N3CCCC3)cc1S2(=O)=O	1.4	9	-8	5	-1	0.0	1	-3	0.5	-1.4
CCOc1ccc(NC(=O)COc2ccc(C(=O)NCc3cccc(OC)c3)cc2OC)cc1	0.9	-9	-3	-23	-7	-0.5	·	-1	3.5	1.3
C=CCNC(=O)NC(=O)COC(=O)/C(C#N)=C/c1ccc(OC)cc1	0.7	-7	0	-11	-8	-1.9	-6	1	-2.4	0.3
CCN1C[C@@H]2[C@@H]3C(=O)N(C)C(=O)[C@@H]3[C@](C)(C1=O)N2C(=O)c1ccc(C(F)(F)F)cc1	·	-4	2	-8	-7	·	-12	3	1.5	-1.1
O=C(C(Cc1ccccc1)n1cccc1)N1CCN(Cc2ccccc2)CC1 (stereo unspecified)	-2.7	1	·	-9	1	-0.9	16	-6	·	-2.3
Cc1ccc(CSCCNC(=O)CN(c2cccc([N+](=O)[O-])c2)S(C)(=O)=O)cc1	4.3	3	-2	-6	8	-1.3	-23	-3	3.5	-3.0
Continued.
SMILES	AddAB inh	Rtt109 HAT inh	Wnt act	PvdQ acylase	Tat transport	Ecoli viability	PfHsp90 yeast 2	DAGLB inhibitor	phage Ecoli inh	CAL PDZ inh
CCCCC(=O)Nc1cccc(NC(=O)c2ccccc2Br)c1	4.8	6	-4	-12	1	2.5	-4	-2	4.2	-1.6
O=C(CSCc1ccc(Cl)cc1)Nc1ccccc1C(=O)N1CCOCC1	0.7	-9	·	-9	0	1.5	-17	0	4.8	0.2
CCOC(=O)c1sc(=NC(=O)c2ccccc2)n(C)c1C	5.7	-11	44*	-7	-4	2.0	7	0	2.2	0.3
Cc1ccc(Oc2nc3ccccc3n3cccc23)cc1	4.4	7	·	5	-9	-0.5	·	-10	2.0	-0.6
O=C(Cn1nnc(N2CCCCC2)n1)c1ccc(Cl)c(Cl)c1	0.8	2	-2	-6	10	-2.0	-11	·	3.1	0.1
CC(C)(C)C(=O)Nc1ccccc1C(=O)N1CCCC1	1.1	-1	-4	-9	12	-0.9	1	1	1.4	-1.0
CCOC(=O)N1CCN(C(=O)c2ccc(N(Cc3ccc(C)cc3)S(C)(=O)=O)cc2)CC1	0.9	2	-2	-22	16	-1.7	-22	1	3.3	-1.9
Cc1cccc2c(N=NC(=O)C(C)n3cnc4ccccc4c3=O)c(O)[nH]c12 (stereo unspecified)	1.4	4	-2	-16	-2	2.7	9	2	2.6	-1.7
CC(=O)c1cccc(NC(=O)CCN2C(=O)C3C4CCC(C4)C3C2=O)c1 (stereo unspecified)	3.5	16	2	2	2	3.3	-22	-4	0.6	-1.4
O=C(NCCOC(=O)c1ccc(Cl)cc1)c1cccnc1	1.2	-5	·	-7	6	1.6	-2	-1	2.3	-1.3
O=c1cc(CSc2ccccc2)nc(-c2ccccc2)[nH]1	-0.5	-1	1	-12	6	-2.5	14	·	3.8	0.0
O=C1N/C(=C/c2cccn2-c2ccccc2)C(=O)N1c1cccc(Cl)c1	3.0	4	-4	-1	-15	-0.2	-17	-1	2.1	-1.0
CC(C)(C)c1ccc(NC(=O)COC(=O)c2ccc(NS(=O)(=O)c3ccc(F)c(F)c3)cc2)cc1	2.9	0	·	10	3	-1.4	1	1	1.6	-1.3
COc1ccc(NC(=O)CN(C)C(=O)c2csc3c2CCCC3)cc1	-0.2	-4	0	-11	-5	-1.2	21	-5	2.9	-1.1
Cc1nnc(SCC(=O)N2c3ccccc3CC2C)s1 (stereo unspecified)	2.9	3	-1	-8	-8	1.5	-3	0	3.4	-1.4
COc1ccc(OC)c(CCNC(=O)CS(=O)(=O)Cc2nc(-c3ccc(C)cc3)oc2C)c1	1.2	7	-1	13	-9	0.0	·	0	3.8	-0.2
CCOc1ccccc1CNS(=O)(=O)c1csc(C(N)=O)c1	1.6	1	-1	-11	-5	1.4	3	1	1.3	0.7
CC1=NN(c2ccccc2)C(=O)/C1=C\C=C1\N(C)c2ccccc2C1(C)C	1.6	-7	·	15	5	-1.6	17	21	3.4	0.6
Cc1cccc(C(=O)N(NC(=O)Oc2ccccc2)C(C)(C)C)c1	0.4	-5	0	-9	3	-0.7	7	1	1.5	-1.7
COc1ccc(CC(=O)NC(=S)NNC(=O)COc2c(C)cccc2C)cc1	4.5	-5	9	1	8	-0.7	-10	5	-1.2	-0.4
CCOC(=O)C1CCCN(c2c(NCCC(C)C)c(=O)c2=O)C1 (stereo unspecified)	-0.3	-10	0	-5	-1	-0.7	-12	0	4.9	0.1
O=C(NCc1ccccc1)c1ccc(F)c(S(=O)(=O)N2CCOCC2)c1	2.6	-5	-3	-4	-8	1.6	·	7	1.4	·
O=C(CCN1CCCCC1)Nc1ccccc1	4.6	4	-3	13	2	1.6	8	0	3.9	0.6
CC(C)N(Cc1nc(-c2ccccc2)no1)C(=O)CCCN1C(=O)c2ccccc2C1=O	0.6	7	·	2	-9	-0.9	14	-2	0.9	-2.1
Cc1c(CC(=O)O)c(=O)oc2c(C)c3occ(-c4ccc(Br)cc4)c3cc12	-1.8	2	2	4	8	-0.8	9	-3	3.8	-11

Part of the list above with just Wnt act and Tat transport.
compound	Wnt act	Tat transport
Cc1ccc(CSCCNC(=O)CN(c2cccc([N+](=O)[O-])c2)S(C)(=O)=O)cc1	-2	8
CCCCC(=O)Nc1cccc(NC(=O)c2ccccc2Br)c1	-4	1

A draw from above in order of heavy-atom count, ascending.
SMILES	AddAB inh	Rtt109 HAT inh	Wnt act	PvdQ acylase	Tat transport	Ecoli viability	PfHsp90 yeast 2	DAGLB inhibitor	phage Ecoli inh	CAL PDZ inh
CC(=O)Nc1ccc(/C=C2/Sc3ccccc3C2=O)cc1	0.8	0	·	-6	-6	-0.8	37	-1	·	-2.5
CC1=NN(c2ccccc2)C(=O)/C1=C\C=C1\N(C)c2ccccc2C1(C)C	1.6	-7	·	15	5	-1.6	17	21	3.4	0.6
Cc1cccc2c(N=NC(=O)C(C)n3cnc4ccccc4c3=O)c(O)[nH]c12 (stereo unspecified)	1.4	4	-2	-16	-2	2.7	9	2	2.6	-1.7
CCOC(=O)c1c(C)[nH]c(C)c1C(=O)CSc1nc2ccccc2n1CCOC	2.1	10	-1	-17	0	-2.8	15	-2	2.7	-1.6
CCOC(=O)N1CCN(C(=O)c2ccc(N(Cc3ccc(C)cc3)S(C)(=O)=O)cc2)CC1	0.9	2	-2	-22	16	-1.7	-22	1	3.3	-1.9

(listing goes on)
SMILES	AddAB inh	Rtt109 HAT inh	Wnt act	PvdQ acylase	Tat transport	Ecoli viability	PfHsp90 yeast 2	DAGLB inhibitor	phage Ecoli inh	CAL PDZ inh
C/C(CC(=O)Nc1c(C)cc(C)cc1C)=N\NC(=O)OC(C)(C)C	4.0	-1	·	-8	0	4.3	-4	1	3.8	-2.9
CC1CC(C)CN(C(=O)COC(=O)c2c[nH]c3ccccc23)C1 (stereo unspecified)	2.0	-6	-1	-2	2	0.5	-1	-1	2.9	-0.7
CC(=O)N1CCN(CC(O)COc2ccc(Br)cc2)CC1 (stereo unspecified)	-1.2	3	-2	-12	3	1.8	1	3	0.6	-0.3
C/C(=N/NC(=O)c1ccncc1)C1=C(O)CC(C)(C)CC1=O	0.8	14	1	-14	-5	3.4	9	-1	1.3	-2.5
CCCCNS(=O)(=O)c1ccc2nc(SCC(=O)Nc3cc(C)cc(C)c3)[nH]c2c1	1.0	17	·	-3	-21	-1.3	-7	-1	1.0	-2.5
O=C(C(NS(=O)(=O)c1cccs1)c1ccccc1)N1CCN(c2ccccc2)CC1 (stereo unspecified)	1.5	9	·	1	-8	0.6	·	4	-2.0	0.4
COc1ccc(-n2nnnc2SCC(=O)Nc2ccccc2F)cc1	0.2	-1	-2	-2	16	-0.2	17	-2	-2.1	-0.9
CCOC(=O)c1c(-c2ccc(OC)cc2)csc1NC(=O)CNCc1ccco1	-1.9	1	-3	15	6	-2.3	11	-8	·	·

Assay outcomes: PubChem BioAssay, several laboratories
